ERAP1 inh – ERAP1 (human) enzyme inhibition | recombinant ERAP1, Leu-AMC fluorescence, 60 min | inhibition, % at 10.7 µM | 340,000 tested, 0.15% active;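 active means mean replicate inhibition of at least 30%, or all replicates individually reaching that 30% level; inactive means mean below 30% and not every replicate reaching it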;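 further: 0% = neutral control wells and 100% = L-leucinethiol positive control wells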
Target sequence (Q9NZ08 whole entry, looked up): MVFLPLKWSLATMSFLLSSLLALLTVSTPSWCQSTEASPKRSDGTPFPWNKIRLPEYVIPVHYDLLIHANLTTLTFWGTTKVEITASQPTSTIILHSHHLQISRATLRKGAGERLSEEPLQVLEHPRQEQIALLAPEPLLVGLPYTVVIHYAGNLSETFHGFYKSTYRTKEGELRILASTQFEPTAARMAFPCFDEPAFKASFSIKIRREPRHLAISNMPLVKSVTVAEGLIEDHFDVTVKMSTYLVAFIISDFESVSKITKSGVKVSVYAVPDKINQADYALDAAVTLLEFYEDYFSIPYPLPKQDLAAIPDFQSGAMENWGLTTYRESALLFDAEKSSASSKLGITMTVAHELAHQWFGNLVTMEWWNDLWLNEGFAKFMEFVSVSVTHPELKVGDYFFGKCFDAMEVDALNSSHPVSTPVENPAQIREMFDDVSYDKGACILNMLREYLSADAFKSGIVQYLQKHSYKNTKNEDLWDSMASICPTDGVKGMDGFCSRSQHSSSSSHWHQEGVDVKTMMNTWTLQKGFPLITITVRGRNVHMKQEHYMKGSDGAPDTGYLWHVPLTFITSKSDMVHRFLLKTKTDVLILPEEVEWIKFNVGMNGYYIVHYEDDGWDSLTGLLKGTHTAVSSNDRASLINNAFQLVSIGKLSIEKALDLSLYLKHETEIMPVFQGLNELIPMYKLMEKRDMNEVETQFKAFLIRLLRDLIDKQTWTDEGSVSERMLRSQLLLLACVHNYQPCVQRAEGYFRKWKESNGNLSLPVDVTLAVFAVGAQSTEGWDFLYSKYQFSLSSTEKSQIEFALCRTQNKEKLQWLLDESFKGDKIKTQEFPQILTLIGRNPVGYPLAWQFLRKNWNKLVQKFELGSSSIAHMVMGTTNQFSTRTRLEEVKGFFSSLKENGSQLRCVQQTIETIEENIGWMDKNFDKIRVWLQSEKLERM
PglD inh – inhibitors of Campylobacter jejuni PglD acetyltransferase. 360,000 tested, 0.098% active. AID 602405. purified PglD enzyme, DTNB colorimetric CoA detection. inhibition, % at 12.5 µM; in the data active means inhibition above about 16%, passing the limit was not always enough; inconclusive means no clear call, values can overlap the other calls; further: strong numbers were not always called active
PAX8 inh HTS – PAX8 transcriptional activity inhibition; RMG-I TPO-luciferase reporter, SteadyGlo, 24 h; inhibition, % at 12.6 µM; 360,000 tested, 1.2% active; AID 652154;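 active means mean replicate inhibition at least 60% with every replicate also reaching 60%; inconclusive means only one of the two criteria is met; inactive means mean below 60% and not all replicates reaching 60%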;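 further: luciferase light reporting Pax8 driven TPO promoter activity; plate controls were median of neutral control wells for no effect and mitoxantrone controls for full effect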
FN deposit inh – fibronectin deposition inhibition. 350,000 tested, 0.086% active. inhibition, % at 12.6 µM. AH1F fibroblasts, Alexa488-fibronectin deposition fluorescence, overnight;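 active means mean inhibition across replicates of 30% or more, regardless of how many single replicates reach that level; inconclusive means mean under 30% yet at least half of replicates reach 30%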;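 further: positive control wells lacked labelled fibronectin entirely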
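Assay system: AH1F fibroblasts assembling fluorescent fibronectin matrix; Amount: 10000 AH1F cells per well; Buffer or medium: DMEM, 2% serum; Probe or stimulus: Alexa488-fibronectin, 24 nM final in well; Doses: single compound dose, delivered by pin transfer; Incubation: 1 h adhesion, overnight exposure; Measured by: fluorescence 485/525 nm; Read-out: fibronectin deposition inhibition.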
EWS-Fli block – EWS/Fli transcriptional activity inhibition | A673 NR0B1-luciferase reporter, viability-normalised | inhibition, % at 12.6 µM | 350,000 tested, 0.67% active | AID 651661;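 active means mean inhibition of at least 50% after viability correction, with every replicate also passing that limit; inconclusive means mean reaches 50% but only one of two replicates passes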;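 further: firefly luciferase signal divided by Alamar Blue viability fluorescence both relative to DMSO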
PGC1a acetyl inh – modulators of PGC1a acetylation; U2OS PGC1a acetylation, AlphaScreen anti-acetyl-lysine; with virally co-expressed GCN5 acetyltransferase; inhibition, % at 15.6 µM; 350,000 tested, 0.17% active; AID 651687;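 active means every replicate shows inhibition of at least 40%; inconclusive means mean inhibition at least 40% but some replicate below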;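 further: 0% = neutral control wells and 100% = positive control wells; some results beyond the cut were filed as inactive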
S100A4 inh HTS – S100A4-myosin IIA interaction inhibition; 360,000 tested, 0.14% active; S100A4/TAMRA-MyoIIA peptide fluorescence polarization; inhibition, % at 10.7 µM;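 active means mean inhibition of at least 70% across replicates, with every replicate also reaching that level; inconclusive means mean inhibition reaches 70% but some replicates fall short; inactive means mean inhibition below 70%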
Target sequence (P26447 whole entry, looked up): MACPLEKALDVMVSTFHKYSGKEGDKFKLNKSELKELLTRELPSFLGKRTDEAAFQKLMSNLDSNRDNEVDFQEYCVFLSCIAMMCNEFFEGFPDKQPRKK
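Material: S100A4 monomer protein | Medium: HEPES pH 7.2 with CaCl2, KCl, NaCl, DTT, Triton | Reagent: Labelled myosin peptide probe, 5 nM | Doses: One dose per compound | Times: 5 min incubation before reading | Benchmarks: Neutral control DMSO, positive control TFP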
LGR2 inh – inhibitors of bursicon-induced Drosophila LGR2 receptor cAMP signaling; inhibition, % at 9.99 µM; HEK293 LGR2, CRE-luciferase, bursicon-stimulated, 4 h; 380,000 tested, 0.35% active;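 active means drop in luminescence signal, shown as inhibition above about 50% in the replicate tests, limit read from the data, passing the limit was not always enough; inconclusive means probably only some replicates passing the limit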;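 further: agonist challenge used bursicon conditioned medium at about half maximal strength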
Numbers without * were called inactive; ? = inconclusive; / = not tested or not shown; & = joins results of further samples.

SMILES | ERAP1 inh | PglD inh | PAX8 inh HTS | FN deposit inh | EWS-Fli block | PGC1a acetyl inh | S100A4 inh HTS | LGR2 inh
C[C@H](CO)N1C[C@H](C)[C@H](CN(C)S(=O)(=O)c2cccs2)Oc2ccc(NC(=O)Nc3ccccc3)cc2C1=O | 0 | 2 | -21 | / | 33 | -5 | 4 | 32
CCOc1ccc2nc(NC(=O)CSc3nc4ccccc4c(=O)n3Cc3ccco3)sc2c1 | / | 0 | 16 | -3 | / | -2 | / | /
CCCNC(=O)Cn1nc(C(F)(F)F)cc1C | -2 | 4 | -7 | -17 | -2 | / | -1 | 13
C[C@H]1CN([C@@H](C)CO)C(=O)Cc2cc(NC(=O)NC3CCCCC3)ccc2O[C@@H]1CN(C)Cc1ccc(C(=O)O)cc1 | 3 | 3 | -9 | / | -4 | 2 | 10 | 10
C[C@H](CO)N1C[C@H](C)[C@@H](CN(C)Cc2ccc(C(=O)O)cc2)OCCCC[C@H](C)Oc2ccc(NC(=O)C3CCCCC3)cc2C1=O | -3 | -2 | 2 | / | 2 | 5 | -2 | 2
CC(C)c1cc(-c2cc(-c3ccccc3)on2)nc(NC2CCCC2)n1 | 4 | 3 | -11 | -2 | -5 | / | -13 | -9
COc1cc(OC)cc(-c2sc3ccc(OC)cc3c2-c2ccc3cc[nH]c3c2)c1 | / | -1 | -12 | -4 | -2 | -5 | 7 | 0
Cc1nc(NNC(=O)c2ccc([N+](=O)[O-])cc2)cc(-c2ccccc2)n1 | -1 | 0 | -10 | -1 | -6 | -4 | 0 | 6
O=C(Nc1sc2c(c1C(=O)NC1CC1)CCCCCC2)c1ccco1 | / | -7 | / | 8 | / | -1 | / | 1
Cc1ccc(S(=O)(=O)N(C)Cc2ccc(C(=O)NN=C(CC(C)C)CC(C)C)cc2)cc1 | -1 | / | -12 | 4 | -2 | / | -11 | -5
COc1cc(S(=O)(=O)N2CCN(C(=O)c3ccco3)CC2)ccc1Cl | 4 | -1 | -16 | 18 | 10 | / | -1 | 12
CCCSc1nnc(NC(=O)CSc2nc3[nH]c(=O)cc(O)c3s2)s1 | 1 | / | 1 | -24 | -2 | 5 | -8 | -12
N#Cc1nc(Cc2ccccc2)oc1N1CCN(c2cccc(Cl)c2)CC1 | 1 | 7 | / | / | 6 | 9 | -31 | /
CCO[C@H]1OC(C(=O)N2CCN(Cc3ccccc3)CC2)=C[C@@H](c2coc3ccccc3c2=O)[C@@H]1CCCO | -1 | 2 | 12 | 10 | -1 | / | -4 | 4
COc1ccc2c(c1)c(C(=O)N/N=C/c1cccc(Br)c1)c(C)n2C | -1 | / | 7 | -12 | -37 | -4 | -3 | 6
Cc1cc(=O)[nH]c(N/N=C/c2ccc(Br)s2)n1 | 1 | -2 | -4 | -5 | 3 | 10 | -4 | 7
CCOCCCn1c(=NC(=O)c2cccs2)c(C#N)cc2c(=O)n3cccc(C)c3nc21 | / | 4 | 1 | 2 | -3 | 0 | -5 | -10
O=C1CCCc2c1[nH]c1ccc(CN3CCCCC3)cc21 | -6 | -5 | / | / | 18 | -26 | -1 | /
O=C(CN1C(=O)NC2(CCCC2)C1=O)N1CCN(S(=O)(=O)c2ccc(Cl)cc2)CC1 | 2 | / | 11 | 2 | 0 | / | 2 | /
Cc1nc2scc(-c3ccc(C(C)(C)C)cc3)c2c(=O)n1N | 0 | -4 | 1 | -5 | -5 | -19 | 3 | -8
COc1cccc(-c2ccc3c(c2)O[C@H](CN(C)C(=O)C2CCOCC2)[C@@H](C)CN([C@H](C)CO)S3(=O)=O)c1 | 3 | 3 | -8 | / | -2 | 2 | 7 | -4
O=C(C1CCCCC1)N1C[C@@H]2[C@H](c3ccccc31)[C@@H](CO)N2C(=O)c1ccccc1 | 0 | -9 | 7 | 2 | -1 | 5 | -11 | 12
COc1cc2cc(CN(CCc3cccc(C)c3)C(=S)NCCCN3CCOCC3)c(=O)[nH]c2cc1OC | 10 | 0 | 4 | 7 | -18 | 3 | -3 | 47
CCN(C[C@H]1N[C@@](C)(C(=O)OC)[C@H]2C(=O)N(C)C(=O)[C@@H]12)S(=O)(=O)c1ccc(F)cc1 | 0 | -2 | -1 | -4 | -3 | / | 1 | 4
COc1ccccc1OCCNC(=O)c1ccc(C)c(S(=O)(=O)N2CCOCC2)c1 | -1 | -1 | 2 | / | -13 | / | -1 | 23
Cn1ccnc1SCC(=O)Nc1nc2ccccc2s1 | 1 | / | -81 | 0 | -50 | / | 0 | -37
O=C(NC(=S)NC(=O)c1ccccc1F)c1ccccc1F | -1 | / | 30 | 0 | -3 | / | -5 | /
O=C(/C=C/c1ccccc1)N1CCC(c2ccccc2)C1 (stereo not given) | 4 | 0 | 26 | 3 | -91 | 6 | -2 | /
COc1ccc(OCC(=O)Nc2ccc3c(c2)CCC3)cc1 | 3 | -2 | -12 | 6 | -18 | 6 | 5 | -41
O=C(COC(=O)CCCSc1nc2ccccc2[nH]1)Nc1ccc(Oc2ccccc2)cc1 | 5 | / | 5 | -1 | 6 | / | -13 | -1
COc1cc2c3nnc(-c4ccccc4)c-3cn(Cc3ccc(F)cc3)c2cc1OC | -25 | / | 39 | 9 | 7 | / | -3 | /
CC(=O)Nc1sc(C)c(C)c1C(=O)OCC(=O)NC(C)c1ccccc1 (stereo not given) | -1 | -1 | 9 | -1 | 7 | -1 | -1 | 5
Cc1ccc(-c2cnc3c(c2)C(=O)N([C@@H](C)CO)C[C@H](C)[C@@H](CN(C)C(=O)c2cccc(F)c2)O3)cc1 | 1 | -1 | -6 | -20 | -55 | -1 | 6 | -7
COc1cccc(NC(=O)Nc2ccc3c(c2)C(=O)N(C)C[C@H](OC)[C@H](C)CN(CC2CC2)[C@H](C)CO3)c1 | 0 | -1 | 8 | -3 | -18 | 11 | 1 | -6
O=C(Nc1ccccc1F)N1C[C@H]2[C@@H](c3ccccc31)[C@H](CO)N2C(=O)C1CCCCC1 | 0 | 0 | -35 | / | -47 | -10 | 1 | -18
C[C@@H]1CN([C@H](C)CO)C(=O)c2cccc(NC(=O)c3nc4ccccc4s3)c2O[C@H]1CN(C)S(=O)(=O)c1ccccc1 | 0 | 0 | 4 | / | 18 | 6 | 1 | -16
COc1ccccc1/C=C/C(=O)OCC(=O)Nc1ccc2c(c1)OCO2 | 4 | -3 | -13 | -1 | -2 | / | -1 | -21
O=C(NC1CCCCC1)N[C@@H]1CC[C@H](CCNS(=O)(=O)c2ccccc2)O[C@H]1CO | 2 | -4 | 2 | / | -2 | 6 | -10 | -8
C[C@H]1CN([C@@H](C)CO)C(=O)c2cc(N(C)C)ccc2O[C@@H]1CN(C)CC1CCCCC1 | 0 | 2 | -3 | -18 | -6 | 6 | 6 | -1
C[C@@H]1CN([C@@H](C)CO)C(=O)c2cc(NC(=O)CCCN(C)C)ccc2O[C@@H](C)CCCCO[C@H]1CN(C)CC1CCCCC1 | 8 | -4 | -16 | / | 7 | 5 | -14 | 9
O=C(O)c1ccc(NS(=O)(=O)c2ccc3c(c2)C(=O)c2ccccc2C3=O)cc1 | -5 | / | -4 | -5 | 8 | -2 | 2 | 7
CCn1nnc(NC(=O)c2ccc(C(C)(C)C)cc2)n1 | / | 6 | -117 | -4 | / | ? | / | /
COc1ccccc1N1C(=O)C2C(c3ccc(F)cc3)NN(C(=O)c3ccc(C)cc3)C2C1=O (stereo not given) | / | 0 | 18 | 10 | 7 | 20 | 4 | 1
COCC(=O)Nc1ccc2c(c1)C(=O)N(C)[C@H]1CC[C@@H](CC(=O)NCc3cccc(F)c3)O[C@H]1CO2 | / | 2 | 4 | -4 | 6 | 2 | / | -12
CCNC(=O)C[C@H]1CC[C@@H]2[C@H](COc3ccc(NC(C)=O)cc3C(=O)N2C)O1 | -1 | 5 | -21 | 7 | -8 | 7 | -7 | -5
CCN(Cc1ccccc1)C(=O)c1ccc(C(=O)N(CC)Cc2ccccc2)cc1 | -1 | -2 | 15 | 11 | 9 | 8 | -3 | -6
Cc1ccc(S(=O)(=O)Nc2cccc3c2O[C@H](CN(C)S(=O)(=O)c2cn(C)cn2)[C@@H](C)CN([C@H](C)CO)C3=O)cc1 | -1 | 0 | 5 | / | -10 | -2 | -13 | 5
CN(CC(=O)Nc1ccc(F)cc1)C(=O)C1CC(=O)N(Cc2ccccc2)C1 (stereo not given) | 3 | 2 | -1 | 4 | / | 7 | -1 | -4

In a second layout: results already given.
mol	ERAP1 inh	PglD inh	PAX8 inh HTS	FN deposit inh	EWS-Fli block	PGC1a acetyl inh	S100A4 inh HTS	LGR2 inh
CCNC(=O)C[C@H]1CC[C@@H]2[C@H](COc3ccc(NC(C)=O)cc3C(=O)N2C)O1	-1	5	-21	7	-8	7	-7	-5
C[C@H]1CN([C@@H](C)CO)C(=O)c2cc(N(C)C)ccc2O[C@@H]1CN(C)CC1CCCCC1	0	2	-3	-18	-6	6	6	-1

Remaining list, next part.
SMILES | ERAP1 inh | PglD inh | PAX8 inh HTS | FN deposit inh | EWS-Fli block | PGC1a acetyl inh | S100A4 inh HTS | LGR2 inh
CN(Cc1ccccc1Cl)C(=O)c1cc2ccccc2o1 | -3 | 1 | -67 | -1 | -10 | -16 | -6 | -18
COc1ccc(NC(=O)C2CCN(C(=O)c3ccccc3)CC2)cc1OC | 0 | -1 | / | / | 2 | 11 | -4 | 5
O=S(=O)(c1ccc(-c2ccccc2)cc1)N1C[C@@H]2N[C@H](C1)C2c1ccc(-c2ccccc2)cc1 (stereo not given in full) | 2 | / | 3&52 | -10&-17 | -4&2 | -4&14 | 50 | -16&-4
C[C@@H]1OC(C2CCCCC2)N(C)[C@H]2C[C@H]3c4[nH]c5cccc(-c6ccccc6)c5c4CCN3C(=O)[C@@H]12 (stereo not given in full) | 0 | / | -7 | 9 | 3 | / | -6 | -10
CC(C)C#Cc1ccc([C@H]2[C@@H](CO)N3CCCCN(S(=O)(=O)Cc4ccccc4)C[C@@H]23)cc1 | 1 | 3 | 41 | / | -3 | 10 | -3 | 10

Reformatted tab-delimited: entries from further up
Compound	ERAP1 inh	PglD inh	PAX8 inh HTS	FN deposit inh	EWS-Fli block	PGC1a acetyl inh	S100A4 inh HTS	LGR2 inh
CCCNC(=O)Cn1nc(C(F)(F)F)cc1C	-2	4	-7	-17	-2	/	-1	13
C[C@H]1CN([C@@H](C)CO)C(=O)Cc2cc(NC(=O)NC3CCCCC3)ccc2O[C@@H]1CN(C)Cc1ccc(C(=O)O)cc1	3	3	-9	/	-4	2	10	10
C[C@H](CO)N1C[C@H](C)[C@@H](CN(C)Cc2ccc(C(=O)O)cc2)OCCCC[C@H](C)Oc2ccc(NC(=O)C3CCCCC3)cc2C1=O	-3	-2	2	/	2	5	-2	2
CC(C)c1cc(-c2cc(-c3ccccc3)on2)nc(NC2CCCC2)n1	4	3	-11	-2	-5	/	-13	-9
COc1cc(OC)cc(-c2sc3ccc(OC)cc3c2-c2ccc3cc[nH]c3c2)c1	/	-1	-12	-4	-2	-5	7	0
